Bioassay records as filed in PubChem.
Pol kappa inh: DNA polymerase kappa (human) inhibition; purified Pol kappa, fluorescent DNA synthesis assay, 10 min; Potency, µM (series often up to 107 µM), for the others: at the top dose activity, negative = inhibition, most hits filed as inhibitors; AID 588579; Q9UBT6; actives 0.53% (n = 400,000); also: potency is read from the fitted curve at half-maximal effect; % is scaled to controls: 0 for no effect and ±100 for the full control effect
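Readout: fluorescence, taken kinetically at 0 and 10 min. Conditions: 10 nM Pol kappa, 15 min RT compound preincubation, 50 nM substrate final. Controls: enzyme-free buffer wells.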
BLM helicase inh: Bloom syndrome helicase (human) inhibition; P54132; recombinant BLM DNA unwinding, fluorescence dequenching; Potency, µM (series often up to 56.1 µM), for the others: at the top dose activity change, negative = inhibition, actives largely listed as inhibitors; actives 0.2% (n = 350,000);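 also: potency is read from the fitted curve at half-maximal effect; plate controls were vehicle for no effect and no enzyme for full effect; nearly all actives have a fitted effect of over 35% in size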
Target sequence (P54132 whole entry, looked up): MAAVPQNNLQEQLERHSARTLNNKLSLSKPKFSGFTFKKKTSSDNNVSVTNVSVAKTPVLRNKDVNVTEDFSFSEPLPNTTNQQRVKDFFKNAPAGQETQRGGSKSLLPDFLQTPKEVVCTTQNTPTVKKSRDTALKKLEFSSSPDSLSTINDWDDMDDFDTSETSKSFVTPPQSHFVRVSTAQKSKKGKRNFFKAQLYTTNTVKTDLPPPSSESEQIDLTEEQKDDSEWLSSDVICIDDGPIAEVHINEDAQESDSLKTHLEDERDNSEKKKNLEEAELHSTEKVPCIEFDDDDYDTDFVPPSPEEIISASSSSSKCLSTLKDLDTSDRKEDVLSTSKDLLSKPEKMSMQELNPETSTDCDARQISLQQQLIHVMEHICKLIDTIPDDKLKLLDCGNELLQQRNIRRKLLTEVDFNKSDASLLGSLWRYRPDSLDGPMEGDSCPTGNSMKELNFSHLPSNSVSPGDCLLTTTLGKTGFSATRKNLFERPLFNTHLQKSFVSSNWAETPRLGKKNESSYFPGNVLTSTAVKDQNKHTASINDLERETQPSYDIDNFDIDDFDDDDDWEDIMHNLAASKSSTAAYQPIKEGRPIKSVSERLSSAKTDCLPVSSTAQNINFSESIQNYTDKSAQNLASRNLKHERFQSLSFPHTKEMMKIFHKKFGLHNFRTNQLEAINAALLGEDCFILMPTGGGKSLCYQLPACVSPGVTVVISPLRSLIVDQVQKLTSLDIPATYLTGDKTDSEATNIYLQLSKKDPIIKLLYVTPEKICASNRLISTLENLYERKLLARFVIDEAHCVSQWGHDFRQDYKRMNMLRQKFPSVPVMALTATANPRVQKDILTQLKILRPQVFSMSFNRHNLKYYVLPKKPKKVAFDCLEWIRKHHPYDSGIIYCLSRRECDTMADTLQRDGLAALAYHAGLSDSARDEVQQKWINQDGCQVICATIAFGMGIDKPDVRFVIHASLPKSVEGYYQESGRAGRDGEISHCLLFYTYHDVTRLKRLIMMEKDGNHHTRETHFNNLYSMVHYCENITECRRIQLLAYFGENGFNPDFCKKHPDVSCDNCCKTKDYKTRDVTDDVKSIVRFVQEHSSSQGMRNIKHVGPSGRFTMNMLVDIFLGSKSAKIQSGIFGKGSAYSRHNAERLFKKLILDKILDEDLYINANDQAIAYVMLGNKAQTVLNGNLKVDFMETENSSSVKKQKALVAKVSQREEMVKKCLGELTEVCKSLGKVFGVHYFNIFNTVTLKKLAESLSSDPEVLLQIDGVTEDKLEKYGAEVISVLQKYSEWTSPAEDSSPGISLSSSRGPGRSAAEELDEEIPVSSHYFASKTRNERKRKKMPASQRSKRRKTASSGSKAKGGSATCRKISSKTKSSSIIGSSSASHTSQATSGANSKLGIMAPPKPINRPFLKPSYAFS
12-LOX inh: ALOX12 (human) lipoxygenase inhibition | P18054 | purified 12hLO, xylenol orange hydroperoxide absorbance | Potency, µM (highest dose often 108 µM), inactives show top-dose activity change, negative = inhibition, most hits filed as inhibitors | actives 1.1% (n = 580,000) | AID 1671190; also: potency is read from the fitted curve at half-maximal effect; % is scaled to controls: 0 for no effect and ±100 for the full control effect
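Hydroperoxide product was detected by ferrous iron/xylenol orange as the 573 to 405 nm absorbance ratio. Arachidonic acid at 40 uM (final) was turned over for 30 min at room temperature by 150 nM human 12hLO, pH 7.0 Hepes buffer, after 15 min compound preincubation.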
Pol iota inh: inhibitors of human DNA polymerase iota; Q9UNA4; Pol iota fluorescent replication assay, 10 min; Potency, µM (highest dose often 115 µM), inactives show top-dose activity, negative = inhibition, hits mostly inhibitors; actives 1% (n = 390,000); AID 588590; also: potency is read from the fitted curve at half-maximal effect
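Pol iota at 10 nM preincubated 15 min with compounds at room temperature; reaction started with fluorescent substrate, 50 nM final. Fluorescence read kinetically at 0 and 10 min; buffer-only wells as negative control.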
APEX1 inh: blocks human APE1 abasic DNA cleavage; P27695; recombinant APE1, TAMRA/BHQ-2 abasic DNA cleavage fluorescence; Potency, µM (highest dose often 65.8 µM), for the others: top-dose activity change, negative = inhibition, actives largely listed as inhibitors; actives 0.35% (n = 350,000); AID 2517;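 also: potency is read from the fitted curve at half-maximal effect; plate controls were vehicle for no effect and reference inhibitor for full effect; nearly all actives have a fitted effect of over 55% in size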
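Activity was derived from the fluorescence gain between first and third kinetic reads (60 s intervals, ex 525/em 598 nm) after 50 nM THF-abasic TAMRA/BHQ-2 duplex was added to 0.75 nM APE1 preincubated 15 min with compound.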
Apoferritin bind: binds horse apoferritin like a general anesthetic | apoferritin/1-aminoanthracene competitive binding, fluorescence | P02791 | actives 0.074% (n = 350,000) | Potency, µM (top dose mostly 77.5 µM), for inactives: at the highest dose activity change, negative = displacement, hits mostly inhibitors; also: potency is read from the fitted curve at half-maximal effect; % is scaled to controls: 0 for no effect and ±100 for the full control effect; nearly all actives have a fitted effect of over 20% in size
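Read-out: endpoint 1-AMA fluorescence, excitation 380 nm and emission 535 nm, after compounds sit 10 min at room temperature with 10 uM horse-spleen apoferritin in 50% saturated 1-AMA/PBS. Values come from four-parameter Hill fits.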
TRHR agonist: agonists of human TRH receptor; P34981; TRHR cells, calcium flux fluo-8, FDSS agonist mode; activation, % at 2 µM; actives 0.18% (n = 360,000); in the data active = activation above about 30%; also: 0% is about no effect
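Steps: seed TRHR cells overnight; add fluo-8 no-wash Ca dye, RT 30 min–1.5 h; record 10 s baseline; pin-transfer compounds; monitor fluorescence 1 cycle/s for the agonist window. Calcium increases flag candidate agonists.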
POLB inh: blocks human DNA polymerase beta activity | Pol beta primer extension/strand displacement, fluorescence kinetic | Potency, µM (highest dose often 114 µM), for inactives: top-dose activity change, negative = inhibition, most hits filed as inhibitors | actives 1.3% (n = 340,000) | P06746; also: potency is read from the fitted curve at half-maximal effect; % is scaled to controls: 0 for no effect and ±100 for the full control effect
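Reaction started by 50 nM substrate onto compound-treated Pol beta (10 nM, 15 min preincubation, room temperature); plates read at 0 min and 10 min. Normalized concentration-effect data fitted by four-parameter Hill equation.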
ERG-DNA inh: inhibitors of human ERG Ets domain-DNA interaction. fluorescence polarization, His-ERG Ets domain / labelled DNA. Potency, µM (titrated, usually from 76.9 µM), for the others: at the highest dose FP activity, negative = inhibition, actives largely listed as inhibitors. actives 0.028% (n = 370,000). AID 624246. P11308; active = well fitted inhibition curve with a large enough effect in the polarisation, with a control signal flat; inconclusive = small, poorly fitted or top-dose-only effect, or effect the other way, or a change in a side signal; inactive = no such curve, though single readings can be large or run the other way; the % refers to the polarisation;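 also: polarization taken with two DNA probes labelled with fluorescein and Texas red; potency is read from the fitted curve at half-maximal effect; % of control where 0% means no effect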
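His-tagged ERG Ets domain (1 uM in the protein solution; 300mM KCl, 50mM Tris-HCl, 1mM EDTA, 1mM DTT, pH 7.5) received compound, then a probe mix of 5 nM fluorescein-DNA and 100nM Texas-615-DNA. Fluorescence polarization was read for both dyes.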
An asterisk follows results filed as active; ? = inconclusive; / = not tested or not shown; & = joins results of further samples; [ ] = dose if it differs, or a comment. Unless noted, calls follow the shape of the dose curve; as a rule, active = well fitted curve in the direction sought with a large enough effect; inconclusive = small, poorly fitted or top-dose-only effect, or another doubt; inactive = no such curve, though single readings can be large; an effect the other way counts as inactive or inconclusive. Not all compounds are listed. The share of hits here may be higher or lower than overall.

#1 O=C(CCCN1C(=O)/C(=C/c2cccs2)SC1=S)Nc1ccccn1
#2 Cc1ccc(NC(=O)COC(=O)C2COc3ccccc3O2)cc1 (stereo not given)
#3 COc1ccccc1NC(=O)N1CCC(NC(=O)C(Cc2ccccc2F)NC(C)=O)CC1 (stereo not given)
#4 N#Cc1ccc(N2C(=O)[C@@H]3C(C(=O)c4ccc5ccccc5n4)=NN[C@@H]3C2=O)cc1
#5 O=C(c1ccccc1)N1CCN(C2C3CC4CC(C3)CC2C4)CC1 (stereo not given)
#6 Cc1cccc(N(C(=O)Nc2ccccc2)C2=NCC(C)S2)c1 (stereo not given)
#7 COc1ccc(-n2c(SCC(=O)NCc3ccccc3)nc3ccsc3c2=O)cc1
#8 CCN(CC)S(=O)(=O)c1cccc(-c2n[nH]c(=S)n2/N=C/c2ccc(C(=O)OC)cc2)c1
#9 COc1ccccc1-c1coc2c(CN3CCOCC3)c(O)ccc2c1=O
#10 CC(C)(C)Nc1c2ccccc2nc2ccccc12

screen / no. | 1 | 2 | 3 | 4 | 5 | 6 | 7 | 8 | 9 | 10
Pol kappa inh | -1% | 8% | 7% | -4% | -1% | 12% | -8%[60.1 µM] | 2% | 13% | -6%
BLM helicase inh | -2% | / | 0% | -3% | -4% | 0% | -1% | -10% | 1% | 5%
12-LOX inh | -15% | -7% | 15% | -4% | 20% | 18% | -25% | ? | 102%[activator] | -1%
Pol iota inh | -13% | 2% | 36%[activator] | 63% | 29% | 14% | -15% | 10% | 4% | 23%
APEX1 inh | 2% | -4% | -11% | 0% | 9% | -6% | / | -4% | 43% | 48%
Apoferritin bind | -10% | / | -4% | -17% | -18% | ? | -7% | ? | 52%[activator] | 51%[activator]
TRHR agonist | -0.2 | 0.0 | 0.4 | 1.1 | 0.2 | 0.8 | 0.1 | -0.1 | -0.2 | 1.5
POLB inh | -25% | / | 31% | 25% | -2% | 29% | 3% | 7% | 6% | 1%
ERG-DNA inh | -2% | -3% | -3% | -3% | / | 9% | -9% | -8% | -4% | -17%

Only POLB inh, Pol kappa inh and TRHR agonist, for some of the entries so far:
entry	smiles	POLB inh	Pol kappa inh	TRHR agonist
1	O=C(CCCN1C(=O)/C(=C/c2cccs2)SC1=S)Nc1ccccn1	-25%	-1%	-0.2
2	Cc1ccc(NC(=O)COC(=O)C2COc3ccccc3O2)cc1 (stereo not given)	/	8%	0.0

Remaining list, next part
#11 O=C(Cn1nc(-c2ccccc2)c2ccccc2c1=O)Nc1cccc(O)c1
#12 CCC(C)[C@H](NC(=O)NC1CCN(Cc2ccccc2)CC1)C(=O)OC (stereo not given in full)
#13 COc1ccc(S(=O)(=O)N2CCCC(C(=O)NCc3ccc(F)cc3)C2)cc1 (stereo not given)
#14 O=C(COC(=O)C1CC(=O)N(c2nc(-c3ccccc3)cs2)C1)c1ccccc1 (stereo not given)
#15 CCN(C(=O)CSc1nc2cc(C(F)(F)F)ccc2n1Cc1ccccc1)C1CCS(=O)(=O)C1 (stereo not given)
#16 Cc1ccnc(NC(=O)c2cc3cc(F)ccc3s2)c1
#17 COc1ccc(-n2c(=O)c3c4c(sc3n(Cc3ccccc3Cl)c2=O)CCC4)c(OC)c1
#18 CCN1CCN(c2ncnc3c2cnn3-c2ccc(C)c(Cl)c2)CC1
#19 O=C(c1cnn2c(C(F)F)cc(C3CC3)nc12)N1CCCC1
#20 O=C(c1ccc(OC2CCN(CCc3ccccc3)CC2)cc1)N1CCCC(CCCO)C1 (stereo not given)

screen / no. | 11 | 12 | 13 | 14 | 15 | 16 | 17 | 18 | 19 | 20
Pol kappa inh | 3% | -1% | 2% | -9% | -12% | -8% | 10% | -10%[60.1 µM] | -9% | -10%
BLM helicase inh | -4% | 0% | -3% | -7% | -5% | -9% | -7% | 5% | 0% | 2%
12-LOX inh | -13%&-5% | 5% | -9% | 8%&0% | 3% | ? | -11% | ? | 5% | -1%
Pol iota inh | 105%[activator] | 10% | -9% | 1% | 34%[activator] | 40%[activator] | 22% | -23% | 8% | -2%
APEX1 inh | -3% | 2% | 41%[activator] | 9% | -4% | -18% | / | / | 8% | 35%
Apoferritin bind | ? | -10% | -5% | -23% | -6% | -11% | 6% | 49%[activator] | 1% | 6%
TRHR agonist | 1.1 | 0.3 | -0.7 | 1.4 | -0.1 | 0.2 | 0.8 | 0.0 | -0.6 | 0.9
POLB inh | 35% | -2% | -10% | 20% | 41% | 24% | -3% | -3% | 16% | 6%
ERG-DNA inh | -5% | -6% | -13% | 3% | 4% | -13% | 3% | -3% | -1% | -10%

#21 CCS(=O)(=O)NCCc1sc2nc(-c3ccc(OC)cc3)nn2c1C
#22 O=C(NCc1ccccc1F)c1ccc(CSc2nc3cccnc3n2Cc2ccccc2)cc1
#23 O=C1C=C(NC2CCCC2)CC(c2ccccc2)C1 (stereo not given)
#24 COc1cccc(Nc2ccc(N3CCCCC3)cc2)c1OC
#25 COc1ccc2c(C)c(C(=O)O)oc2c1
#26 CSc1nc2sc3c(c2c(=S)[nH]1)CC(C)(C)OC3
#27 O=c1c(O)c(-c2ccc(O)cc2O)oc2cc(O)cc(O)c12
#28 O=C(COC(=O)/C=C/c1cccs1)NC(=O)Cc1ccccc1
#29 O=C(Cn1cnc2ccccc21)NCc1ccccc1
#30 Cc1cc(OC(=O)c2cc(F)c(F)cc2Cl)nc(C)n1

screen / no. | 21 | 22 | 23 | 24 | 25 | 26 | 27 | 28 | 29 | 30
Pol kappa inh | -6%[60.1 µM] | 2% | -3% | -5% | -2% | -15% | 4.2µM* | 2% | -3% | -2%
BLM helicase inh | 5% | -2% | 0% | / | -2% | -2% | -10%&-17%&-11% | -8% | -1% | -2%
12-LOX inh | 5% | -2% | -6% | ? | 0% | 264%[activator] | ? | -12% | 2% | 0%
Pol iota inh | 40%[activator] | 2% | 115%[activator] | ? | 5% | 43%[activator] | 4µM* | 11% | 32%[activator] | 6%
APEX1 inh | / | / | 1% | -6% | 6% | 6% | 14µM* | -2% | -1% | 16%
Apoferritin bind | -9% | -9% | -7% | / | -14% | 15% | 8% | -23% | -1% | -4%
TRHR agonist | 0.4 | 0.6 | 0.6 | 4.1 | 0.1 | 0.6 | 4.1 | -1.6 | 0.4 | 0.3
POLB inh | 8% | 24% | 4% | / | 2% | 36% | 4.5µM* | 1% | 9% | 23%
ERG-DNA inh | -11% | 0% | -2% | / | -3% | 3% | / | 10% | -5% | -5%

#31 O=CN1CCCN(C(=O)CC2C(=O)NCCN2Cc2cccc(Oc3ccccc3)c2)CC1 (stereo not given)
#32 CC(=O)Nc1ccc(S(=O)(=O)c2ccc(N)cc2)cc1N
#33 NC(=O)c1ccccc1NC(=O)NC1CCCCC1
#34 COc1ccc(NS(=O)(=O)c2cc(NC(=O)c3ccc(Cl)cc3)ccc2N2CCOCC2)cc1
#35 CSCC(O)Cn1[nH]c(=O)c2cc(Cl)c(Cl)cc2c1=O (stereo not given)
#36 O=C(CSc1ccccc1)NCc1ccccn1
#37 CCOc1ccc(-c2nnc(SCC(=O)NCCC(C)C)nc2-c2ccc(OCC)c(OC)c2)cc1OC
#38 O=C(COC(=O)c1cccnc1Nc1ccccc1F)NC1CC1
#39 COCCCn1c(SCC(=O)Nc2ccc3c(c2)OCCO3)nnc1-c1ccoc1C
#40 CC(C)(C)OC(=O)NCCc1nnc(SCc2ccc(Cl)cc2Cl)o1

screen / no. | 31 | 32 | 33 | 34 | 35 | 36 | 37 | 38 | 39 | 40
Pol kappa inh | 9% | -1% | -6% | -9% | -3% | -2% | -6%[60.1 µM] | -3% | 1% | -6%
BLM helicase inh | 1% | -3% | 5% | / | 1% | -8% | -22% | -9% | -2% | -7%
12-LOX inh | -8% | 2% | -12% | -1% | ? | -1% | 3% | -17% | -19% | -23%
Pol iota inh | 24% | 52%[activator] | -1% | 33% | 17% | 2% | 10% | -2% | 11% | -9%
APEX1 inh | 74%[activator] | -5% | 12% | -12% | -1% | 2% | / | 2% | -2% | 3%
Apoferritin bind | -20% | -12% | -1% | / | 5% | -3% | -5% | 22% | -16% | ?
TRHR agonist | -0.3 | 0.5 | 0.5 | / | 1.6 | 0.0 | -0.6 | -0.2 | 0.1 | -0.6
POLB inh | -5% | -20% | 27% | / | 1% | 13% | 6% | -20% | 19% | 8%
ERG-DNA inh | -2% | -6% | 0% | -2% | 6% | 0% | -1% | 9% | -12% | 11%

#41 Cc1cc([N+](=O)[O-])nn1CC(=O)Nc1c(C)n(C)n(-c2ccccc2)c1=O
#42 CCOC(=O)Cn1c(=O)n(-c2cccc(Cl)c2)c2nc(-c3ccccc3Cl)nc(C(N)=O)c21
#43 COC(=O)Cc1c(C)nc2nc(-c3ccc(Cl)cc3)[nH]n2c1=O
#44 O=C(O)c1ccc(NS(=O)(=O)c2ccc(Cl)c(C(=O)Nc3ccccc3)c2)cc1
#45 O=C(CC1SC(=Nc2ccccc2)N(CCc2ccccn2)C1=O)Nc1ccc(F)cc1 (stereo not given)
#46 Cc1ccc(NC(=O)CSc2nc(-c3ccco3)cc(C(F)(F)F)n2)c(C)c1

screen / no. | 41 | 42 | 43 | 44 | 45 | 46
Pol kappa inh | 2% | -9%[60.1 µM] | -10% | -12%&-13% | -6%[60.1 µM] | 3%
BLM helicase inh | -6% | -16% | -1% | -1%&2% | -11% | -1%
12-LOX inh | -2% | ? | 1% | 5%&-23% | -6% | ?
Pol iota inh | 82%[activator] | 25% | -7% | -3%&21% | -23% | 20%
APEX1 inh | -1% | / | -7% | -9% | -2% | /
Apoferritin bind | -5% | -16% | 0% | 4%&-2% | -1% | 5%
TRHR agonist | 0.5 | 0.1 | 0.5 | 0.3&0.4 | 1.3 | -1.0
POLB inh | 23% | 17% | 12% | 17%&-3% | -8% | 16%
ERG-DNA inh | 0% | 0% | -13% | -10%&1% | 4% | 3%
